# High-throughput results as filed in PubChem.
# AID2073 = inhibitors of Mint1-CaV2.2 protein interaction, biochemical, HTRF (AID 2073); HTRF protein-protein interaction, Mint1-CaV2.2; higher % means a stronger effect; one-dose inhibition, % at 20 µM; IC50 in µM for titrated hits; 0.19% of 290,000 active; in the data active = inhibition mostly above about 51%, no sharp cut-off; also: some results filed as inactive read as strong as hits
# HIV fusion peptide = cell-free HIV fusion peptide-binding blockers – biochemical, uHTS, fluorescence dequenching, primary screen (AID 1986); inhibition, % at 20 µM, or IC50 in µM where a hit was titrated; 0.3% of 290,000 active; cell-free peptide binding, fluorescence dequenching, 30 min; higher % means a stronger effect; in the data active = inhibition mostly above about 52%, no sharp cut-off; inactive = mostly below about 76%; also: some results filed as inactive read as strong as hits
# Active calls of the source: *. A portion of the library; the hit share may differ from the screen's.
item	AID2073	HIV fusion peptide	SMILES
1	-64%	-4.9%	Oc1ccc(N2CCN(Cc3c(-c4ccccc4)nc4ccccn34)CC2)cc1
2	2%	0.2%	NC(=O)Cn1c(=O)n(CCC(=O)Nc2ccc(F)cc2)c(=O)c2sccc21
3	42%	-1.2%	O=C(CN1CCCCCC1)Nc1ccccc1OC(F)F
4	23%	-0.3%	CC(=O)Nc1ccc(NC(=O)COc2ccc(Cl)cc2Cl)cc1
5	42%	-1.9%	Cn1cccc1C(=O)N1CCc2ccccc2C1
6	1%	-0.6%	CCN(c1ccccc1)S(=O)(=O)c1ccc2c(c1)C(C)(C)C(=O)N2C
7	-1%	-0.2%	Cc1ccccc1CC(=O)Nc1cccnc1
8	7%	-0.9%	O=C(CN1C(=O)COc2ccc(Cl)cc21)N1CCCCC1
9	-5%	1.0%	COCCNC(=O)C(c1ccc(O)cc1)N(Cc1ccco1)C(=O)CCC(=O)Nc1ccccn1 (centres undefined)
10	7%	0.2%	Cc1ccc(NC(=O)NCc2cccnc2)cc1C
11	-1%	0.1%	OCC1(Cc2ccccc2F)CCCN(Cc2c(F)ccc(F)c2F)C1 (centres undefined)
12	19%	1.2%	O=c1c(NCCc2ccccc2)c(-c2ccccc2)c1=O
13	12%	0.8%	Cc1cc(NC(=O)COC(=O)C2CC(=O)N(c3ccc(Cl)cc3)C2)no1 (centres undefined)
14	7%	0.1%	C=C1CC2C(CCC3(C)C2CCC3(O)C(C)=O)C2(C)CCC(=O)C=C12 (centres undefined)
15	1%	6.2%	Cc1ccc2nc(SCC(=O)N/N=C/c3ccc(C(=O)O)cc3)cc(C)c2c1
16	-5%	-1.2%	O=C(Nc1cccc(C(F)(F)F)c1)c1cc[n+]([O-])cc1
17	14%	0.8%	CCOC(=O)N1CCN(C(=O)c2ccc(Cn3c(=S)[nH]c4ccc(Br)cc4c3=O)cc2)CC1
18	15%	-0.9%	O=C(OCCN1CCCCC1)c1cccc(Cl)c1
19	13%	3.4%	COc1ccccc1CCC(=O)NNC(=O)c1ccc(Br)cc1
20	-8%	0.2%	O=C(N/C(=C\c1ccco1)C(=O)N1CCOCC1)c1ccc([N+](=O)[O-])cc1
21	-8%	1.1%	OC(c1ccc(Cl)cc1)c1nccc2ccccc12 (centres undefined)
22	10%	-0.3%	Cc1c(NC(=O)Nc2cccc(C(F)(F)F)c2)c(=O)n(-c2ccccc2)n1C
23	0%	1.4%	Cc1ccc(S(=O)(=O)N2CCCCC2)cc1C(=O)NCc1ccncc1
24	-2%	3.6%	CCOc1ccc(-c2c(C(=O)N/N=C(\C)c3ccccc3OC)nnn2-c2nonc2N)cc1
25	39%	0.1%	COc1cc(C2C(C(=O)c3cccs3)=C(O)C(=O)N2CCN2CCOCC2)cc(OC)c1OC (centres undefined)
26	6%	0.4%	O=C(CN1C(=O)CCSc2ccc(S(=O)(=O)N3CCCC3)cc21)Nc1ccccc1
27	2%	-0.5%	Cc1cccc(-c2nc(CS(=O)CC(=O)NC3CCCC(C)C3C)c(C)o2)c1 (centres undefined)
28	18%	-1.1%	Cc1c(C(c2ccc(Br)cc2)c2c(C)n(C)n(-c3ccccc3)c2=O)c(=O)n(-c2ccccc2)n1C
29	4%	2.9%	O=C1c2ccccc2CN1C(CO)Cc1ccccc1 (centres undefined)
30	-15%	19%	O=C(O)c1cccc(N2C(=O)c3cc([N+](=O)[O-])cc4cc([N+](=O)[O-])cc(c34)C2=O)c1
31	7%	0.8%	CCc1ccc(OCC(O)CN2CCN(CCO)CC2)cc1 (centres undefined)
32	-14%	-1.3%	COc1ccc(NC2CCCN(C(=O)CCC(=O)c3ccc(F)cc3)C2)cc1 (centres undefined)
33	5%	-1.7%	COC(=O)c1ccccc1NC(=O)CSc1nnc(-c2cccnc2)o1
34	11%	2.9%	Cc1ccc(SC[C@H](Cc2ccccc2)N2CC[C@@H](NC(=O)OCc3ccccc3)CCC2=O)cc1
35	7%	2.7%	CC(=O)N1CCOc2ccc(S(=O)(=O)NCc3ccccc3Cl)cc21
36	5%	-1.1%	C/C(=C\c1cccc(Cl)c1)C(=O)c1c(C)cc(C)[nH]c1=O
37	9%	-0.5%	CC1CC(C)CN(C(=O)COC(=O)Cc2ccc(Cl)cc2)C1 (centres undefined)
38	-2%	11%	Cc1nc(CCNC(=O)CC2C(=O)NCCN2Cc2ccccc2)nc2c1CCC2 (centres undefined)
39	23%	5.5%	COC(=O)c1ccc(/C=N/NC(=O)C2CC(=O)N(c3ccc(OC)cc3)C2)cc1 (centres undefined)
40	4%	4.4%	Cc1ccccc1NS(=O)(=O)c1cccc(C(=O)Nc2cccc(C(=O)O)c2)c1
41	7%	0.2%	COc1ccc(N(CC(C)C)S(=O)(=O)c2nnc(NC(=O)CC(C)C)s2)cc1
42	5%	1.2%	CCCn1c(N)c(N(CCOC)C(=O)c2cc3c(s2)CCCCC3)c(=O)[nH]c1=O
43	12%	0.0%	Cc1[nH]c(C)c(S(=O)(=O)Nc2cccc(Cl)c2C)c1C(=O)N1CCCCC1
44	6%	-0.1%	COCc1ccc(CN2CCC(n3nccc3NC(=O)CCCc3ccccc3)CC2)o1
45	21%	3.6%	O=S(=O)(c1ccccc1)c1nnn2c1nc(NC1CCN(Cc3ccccc3)CC1)c1ccccc12
46	8%	0.5%	CC(C)NC(=O)N1CCN(c2ccncc2S(=O)(=O)N2CCCCC2)CC1
47	9%	-1.8%	Cn1ncc([N+](=O)[O-])c1C(=O)Nc1cccc(Cl)c1
48	-7%	-0.7%	CCCCc1cc(=O)oc2c(C)c(OCC(=O)N3CCCC3)ccc12

# A second format for part of the listing above:
# Fields – AID2073, HIV fusion peptide
10	Cc1ccc(NC(=O)NCc2cccnc2)cc1C
 : 7%, 0.2%
2	NC(=O)Cn1c(=O)n(CCC(=O)Nc2ccc(F)cc2)c(=O)c2sccc21
 : 2%, 0.2%

# (more compounds)
item	AID2073	HIV fusion peptide	SMILES
49	-5%	0.7%	CC1=NN(C(C#N)c2ccccc2C)C(c2ccccc2)C1 (centres undefined)
50	1%	-0.6%	COc1ccc(CNC(=S)Nc2cccc(F)c2)cc1
51	-1%	1.0%	CC(=O)Nc1ccc(N(C(=O)c2ccco2)C(C(=O)NC2CCCCC2)c2ccccc2)cc1 (centres undefined)
52	10%	-0.7%	O=C(Nc1ccnn1C1CCN(Cc2ccc(CO)o2)CC1)c1ccccc1Cl
53	-1%	1.2%	CC(=O)c1ccccc1OCC(O)CN1CCN(c2ccccn2)CC1 (centres undefined)
54	0%	-1.7%	Cc1ccc(C(=O)OCC(=O)c2ccccc2)cc1
55	3%	0.5%	COc1ccccc1NC(=O)C(C)NC(c1ccccc1)c1ccccc1 (centres undefined)
56	6%	-0.5%	Cc1cccc(NC(=O)CCC2CCN(Cc3nccs3)CC2)c1
57	29%	0.3%	Cc1coc2c(C)c3oc(=O)c(CCC(=O)NCc4ccccn4)c(C)c3cc12
58	9%	-1.2%	CCOC(=O)CCc1c(C)c2ccc(OC3CCCCC3=O)c(C)c2oc1=O (centres undefined)
59	0%	2.1%	COc1ccc(OC(=O)COc2cc(C)ccc2C)cc1
60	0%	-0.6%	COc1ccc(N(CC(=O)Nc2ccc(Cc3ccncc3)cc2)S(=O)(=O)c2ccccc2)cc1
61	15%	6.9%	COc1cc(/C=C2/SC(=S)N(CCC(=O)Nc3ccccc3)C2=O)cc(OC)c1OC
62	5%	0.4%	COc1cc(CCC(=O)OCC(=O)Nc2ccccc2F)cc(OC)c1OC
63	6%	-0.8%	CC(Oc1cc2oc(=O)c3c(c2cc1Cl)CCCC3)C(=O)NCC1CCC(C(=O)O)CC1 (centres undefined)
64	3%	-0.7%	Cc1cc(S(=O)(=O)N2CCOCC2)ccc1OCC(=O)Nc1cccc(C(F)(F)F)c1
65	8%	0.1%	Cc1ccccc1C(=O)NCCNC(=O)c1ccco1
66	1%	-1.0%	CCNS(=O)(=O)c1ccc(CCC(=O)NCc2ccncc2)cc1
67	8%	1.5%	CCN(CC(=O)NCc1ccc(Cl)cc1)C(=O)/C=C/c1ccc(Cl)c([N+](=O)[O-])c1
68	4%	0.6%	CC1CCN(S(=O)(=O)c2ccc([N+](=O)[O-])cc2)CC1
69	14%	-1.2%	CC(C)c1nc2cc(C(=O)N(C)C3CCOCC3)ccc2o1
70	-36%	0.0%	COc1ccc(-n2c(SC(C)C(=O)Nc3ccc(NC(C)=O)cc3)nc3ccccc3c2=O)cc1OC (centres undefined)
71	1%	1.0%	COCC(CN1CCN(C2=NS(=O)(=O)c3ccccc32)CC1)OC(=O)c1ccccc1 (centres undefined)
72	4%	-2.1%	O=C(CN1CCN(CC(=O)Nc2ccc(-c3ccccc3)cc2)CC1)Nc1ccc(F)cc1

# An excerpt from above in order of their number in HIV fusion peptide, descending.
no.	SMILES	HIV fusion peptide
53	CC(=O)c1ccccc1OCC(O)CN1CCN(c2ccccn2)CC1 (centres undefined)	1.2%
55	COc1ccccc1NC(=O)C(C)NC(c1ccccc1)c1ccccc1 (centres undefined)	0.5%
28	Cc1c(C(c2ccc(Br)cc2)c2c(C)n(C)n(-c3ccccc3)c2=O)c(=O)n(-c2ccccc2)n1C	-1.1%
58	CCOC(=O)CCc1c(C)c2ccc(OC3CCCCC3=O)c(C)c2oc1=O (centres undefined)	-1.2%

# (continued)
item	AID2073	HIV fusion peptide	SMILES
73	-4%	2.4%	COc1ccccc1C(=O)NC(=O)COC(=O)/C(=C/c1ccccc1)NC(C)=O
74	4%	-1.8%	C/C(CC(=O)NCc1ccco1)=N\NC(=O)c1ccc([N+](=O)[O-])cc1Cl
75	10%	3.2%	O=C(O)c1ccc(S(=O)(=O)N2CCC(Cc3ccccc3)CC2)cc1
76	-2%	1.5%	CCOC(=O)c1[nH]c2ccc(C(=O)OC)cc2c1C(=O)OCC
77	5%	-0.2%	O=C(CCCCCBr)N1CCC(CC2CC(c3cccc(Br)c3)=NO2)(C(=O)NCC2CCCCC2)CC1 (centres undefined)
78	5%	-0.3%	CCOc1ccc(N(CC(=O)N2CCCCCC2)S(=O)(=O)c2ccc(F)cc2)cc1
79	28%	-1.1%	O=C(NCCSCc1ccco1)c1ccc(=O)[nH]c1
80	-15%	-0.5%	COc1cccc(/C=C2\Sc3ccc(C(=O)NCC4CCCO4)cc3N(C)C2=O)c1 (centres undefined)
81	5%	3.2%	Cn1c(CCNC(=O)c2cc(COc3ccc(F)c(F)c3)on2)nc2ccccc21
82	-2%	0.3%	CC(=O)c1ccc(NC(=O)c2noc(C)c2[N+](=O)[O-])cc1
83	1%	-0.6%	O=C(Nc1ccc(NC(=O)c2cccnc2)cc1)c1ccccc1
84	2%	3.7%	COC(=O)c1ccc(CN2C(=O)c3ccccc3C2=O)o1

# Some of the entries above in another layout:
# Sequence of screens – AID2073, HIV fusion peptide
[74] C/C(CC(=O)NCc1ccco1)=N\NC(=O)c1ccc([N+](=O)[O-])cc1Cl
    4%, -1.8%
[75] O=C(O)c1ccc(S(=O)(=O)N2CCC(Cc3ccccc3)CC2)cc1
    10%, 3.2%
[76] CCOC(=O)c1[nH]c2ccc(C(=O)OC)cc2c1C(=O)OCC
    -2%, 1.5%
[77] O=C(CCCCCBr)N1CCC(CC2CC(c3cccc(Br)c3)=NO2)(C(=O)NCC2CCCCC2)CC1 (centres undefined)
    5%, -0.2%

# Part of the list above in order of SMILES length, lowest first.
item	AID2073	HIV fusion peptide	SMILES
82	-2%	0.3%	CC(=O)c1ccc(NC(=O)c2noc(C)c2[N+](=O)[O-])cc1
73	-4%	2.4%	COc1ccccc1C(=O)NC(=O)COC(=O)/C(=C/c1ccccc1)NC(C)=O
80	-15%	-0.5%	COc1cccc(/C=C2\Sc3ccc(C(=O)NCC4CCCO4)cc3N(C)C2=O)c1 (centres undefined)
77	5%	-0.2%	O=C(CCCCCBr)N1CCC(CC2CC(c3cccc(Br)c3)=NO2)(C(=O)NCC2CCCCC2)CC1 (centres undefined)

# Remaining list, next part
item	AID2073	HIV fusion peptide	SMILES
85	4%	0.7%	O=C(c1cc2cc(Br)cc(Br)c2oc1=O)N1CCOCC1
86	8%	-0.4%	Cc1ccc(NS(=O)(=O)c2c(C(=O)N3CCCC3)c(C)n(C)c2C)cc1
87	11%	1.3%	O=C(CCc1nnc2ccc(N3CCC4(CC3)OCCO4)nn12)NCc1ccccc1Cl
88	2%	-0.6%	C/C(=N\NC(=O)Cc1ccccc1)c1cccnc1
89	-2%	0.1%	CCCCc1ccccc1NC(=S)NC1CCCC1
90	12%	0.1%	O=C(Nc1ccccc1Cl)Nc1ccnn1C1CCN(C(=O)c2cscn2)CC1
91	5%	0.4%	COc1ccc(OCC(O)CN2C(=O)c3ccccc3C2=O)cc1 (centres undefined)
92	8%	0.3%	CC/C(=N\NC(=O)CNC(=O)/C=C/c1ccc(OC)cc1)c1ccccc1
93	-4%	-0.2%	COc1ccc(OC)c(CNc2ncc(-c3cccc([N+](=O)[O-])c3)n2C)c1
94	16%	16%	COc1cc(-c2cc(-c3ccc(N)cc3)[nH]c(=O)c2C#N)cc(OC)c1OC
95	-1%	0.1%	Cc1c(Cl)cccc1NC(=O)Nn1cnnc1
96	-2%	-2.5%	COc1ccccc1NC(=O)C(C)n1cnc2c(oc3nc4c(cc32)CCCC4)c1=O (centres undefined)
97	11%	-0.8%	Cc1cccc(S(=O)(=O)N2CN(CC3CCCO3)c3nc4ccccc4nc32)c1 (centres undefined)
98	-1%	3.0%	CN1CCN(CCCNc2c(C=O)c(=O)[nH]c3ccccc23)CC1
99	28%	1.1%	CC(=O)c1ccc(NS(=O)(=O)c2ccc(-c3cnc(C4CC4)o3)cc2)cc1
100	8%	-0.4%	O=C(CN1C(=O)c2ccccc2S1(=O)=O)NC1CCCCC1
101	-4%	-0.8%	Cc1ccc(Cn2ncc3c(NCCCN(C)C)ncnc32)cc1
102	12%	31%	O=C(CCCN1C(=O)/C(=C/c2ccc3c(c2)OCO3)SC1=S)Nc1cccc(C(=O)O)c1
103	3%	-0.8%	CC/C(=N\NC(=O)c1nnn(-c2nonc2N)c1-c1cccc(OC)c1)c1ccc(C)cc1
